# Jurkat NFkB inh – inhibitors of the PMA/ionomycin-induced NF-kB reporter in Jurkat cells; inhibition, % at 4 µM; PMA/ionomycin-induced NF-kB luciferase reporter, luminescence; hit rate 0.53% among 330,000; in the data active = inhibition above about 50%
# APJ agonist – activates the human apelin receptor APJ; P35414; CHO-K1 APJ PathHunter beta-arrestin, luminescence; 0% DMSO wells, 100% apelin; activation, % at 20 µM; hit rate 0.11% among 330,000;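 active = activation more than six SD over the plate average, tested at 20 µM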;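 also: 0% = DMSO alone and 100% = apelin-13 at 10 nM; some results filed as inactive read as strong as hits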
#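 Assay system: CHO-K1 cells stably expressing ProLink-tagged human APJ and arrestin–beta-gal acceptor. Compound dosing: 20 µM single point, 1% DMSO. Times: 16-18 h seeding, 90 min dark compound exposure, 60 min detection. Detection: beta-gal luminescence. Evaluation: APJ–arrestin association signal. Controls: negative DMSO alone, positive Apelin-13 at 10 nM.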
# UPR CHOP act – activators of apoptotic arm of unfolded protein response (CHOP); hit rate 0.34% among 330,000; CHO-CHOP luciferase reporter, UPR activation, luminescence; percent of tunicamycin response over DMSO baseline; AID 449763; activation, % at 10 µM;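 active = at 10 µM dose, activation of 40% or more, normalized to positive control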;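 also: 100% = tunicamycin at 10 µg/mL and 0% = DMSO alone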
#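 assay system = CHO CHOP reporter cells | amount = 500 CHO-CHOP cells per well | buffer or medium = F12 with 10% FBS | incubation = 16-18 h cell attachment, then 6 h compound exposure, 37 °C | detection = luminescence read with Steady-Glo | read-out = percent activation relative to tunicamycin control | controls = tunicamycin high control, DMSO low control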
# Mdm2-MdmX inh – inhibitors of human Mdm2/MdmX interaction. SaOS-2 split-luciferase Mdm2/MdmX complementation, luminescence. inhibition, % at 8 µM. hit rate 3% among 330,000;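 active = inhibition of at least 50% at 8 µM in the primary screen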
# Target sequence (O15151 whole entry, looked up): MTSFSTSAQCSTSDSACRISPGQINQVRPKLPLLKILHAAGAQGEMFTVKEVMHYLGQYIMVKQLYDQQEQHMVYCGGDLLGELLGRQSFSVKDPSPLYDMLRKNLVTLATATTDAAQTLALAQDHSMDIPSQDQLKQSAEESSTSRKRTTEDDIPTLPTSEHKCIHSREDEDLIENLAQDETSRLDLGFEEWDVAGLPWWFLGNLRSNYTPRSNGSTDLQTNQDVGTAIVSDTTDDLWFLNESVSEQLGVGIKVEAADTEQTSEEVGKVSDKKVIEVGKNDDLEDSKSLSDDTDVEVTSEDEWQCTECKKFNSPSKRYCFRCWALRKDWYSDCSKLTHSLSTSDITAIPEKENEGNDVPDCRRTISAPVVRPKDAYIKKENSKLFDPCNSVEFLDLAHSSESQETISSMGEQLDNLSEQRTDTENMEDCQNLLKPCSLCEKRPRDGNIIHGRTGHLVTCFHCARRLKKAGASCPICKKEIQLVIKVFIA
# Target sequence (Q00987 whole entry, looked up): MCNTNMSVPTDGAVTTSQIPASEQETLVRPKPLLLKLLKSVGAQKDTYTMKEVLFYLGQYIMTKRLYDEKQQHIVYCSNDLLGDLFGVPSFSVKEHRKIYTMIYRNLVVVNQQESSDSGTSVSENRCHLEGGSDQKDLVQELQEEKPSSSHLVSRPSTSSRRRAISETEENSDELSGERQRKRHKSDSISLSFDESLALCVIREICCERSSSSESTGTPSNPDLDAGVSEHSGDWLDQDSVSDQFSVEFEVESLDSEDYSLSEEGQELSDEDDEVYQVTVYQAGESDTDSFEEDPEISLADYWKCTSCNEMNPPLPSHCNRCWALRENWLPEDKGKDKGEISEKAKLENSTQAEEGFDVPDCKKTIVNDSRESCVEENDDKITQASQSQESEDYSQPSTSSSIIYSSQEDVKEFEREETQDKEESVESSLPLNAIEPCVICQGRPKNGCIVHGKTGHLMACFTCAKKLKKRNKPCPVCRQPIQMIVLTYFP
# 697 NFkB inh – inhibitors of the PMA/ionomycin-induced NF-kB reporter in 697 B cells; 697 B-cell NF-kB luciferase reporter, 16 h; AID 435022; inhibition, % at 4 µM; hit rate 0.33% among 330,000; in the data active = inhibition above about 35%
# UPR XBP1 act – activators of adaptive arm of unfolded protein response (XBP1). activation, % at 20 µM. hit rate 0.33% among 330,000. CHO-XBP1 luciferase reporter, IRE1-XBP1 UPR activation, luminescence; percent of tunicamycin response, DMSO as zero. AID 463104;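 active = versus positive control, 20 µM dose yields 30% or more activation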;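 also: 100% = tunicamycin at 10 µg/mL and 0% = DMSO only wells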
#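 Material: CHO cell line with stable XBP1 luciferase reporter; schedule: 16-18 h cell attachment at 37 °C, then 6 h compound exposure; signal: glow luminescence from Steady-Glo reagent; medium: serum-containing F12 medium, 10% FBS; benchmarks: tunicamycin 10 µg/mL and vehicle-only wells; read-out: percent activation relative to tunicamycin reference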
# APJ antag – blocks the human apelin receptor APJ; CHO-K1 APJ beta-arrestin complementation, luminescence; inhibition, % at 20 µM; hit rate 0.32% among 330,000;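 active = inhibition above about 40% at 20 µM, limit read from the data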;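 also: cells challenged with 10 nM apelin-13 agonist together with compound; plate controls were apelin-13 plus DMSO wells for no effect and DMSO wells lacking apelin-13 for full effect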
# tim23-1 inh – tim23-1 yeast growth inhibition. S. cerevisiae tim23-1 growth, BacTiter-Glo luminescence, 24 h. hit rate 1.3% among 330,000. inhibition, % at 20 µM;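 active = growth inhibition of the mutant yeast at or above 50%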;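 also: temperature-sensitive mutant grown at 25 °C; plate controls were DMSO-treated mutant yeast for no effect and medium wells lacking yeast for full effect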
# * = called active by the depositor; x = not tested or not shown. An unsorted share of the library; 5% or so of the library scored in one or more.
SMILES,Jurkat NFkB inh,APJ agonist,UPR CHOP act,Mdm2-MdmX inh,697 NFkB inh,UPR XBP1 act,APJ antag,tim23-1 inh
CN(CCc1ccccc1)C(=O)c1cc(COc2cccc(C(F)(F)F)c2)on1,-13,-2,-0.5,-2,-12,-4,7,31
N#Cc1cnc2c(-c3ccccc3)c(-c3ccccc3)nn2c1N,-8,-1,0.1,-20,-33,10,12,23
O=C(NCCc1ccccn1)c1cc(-c2ccc(Cl)cc2)nc2ccccc12,7,0,2.1,4,-8,-1,-5,43
COc1ccc([N+](=O)[O-])cc1NC(=O)c1cc(C)c(C)o1,-9,2,-0.2,10,5,-1,14,-6
COc1ccc(NC(=O)c2cc3c(=O)n(C)c4ccccc4c3s2)cc1OC,0,-1,5.4,23,21,0,10,-27
O=C(CSc1ncc(C(F)(F)F)cc1Cl)NCC1CCCO1 (stereo not given),-15,-3,3.2,-17,-3,-2,-3,4
Cc1ccccc1C(=O)NC(=S)NCCN1CCOCC1,-6,-3,0.3,-6,-53,5,1,11
CCC1(CC)NC(=O)N(CC(=O)Nc2ccc(OCc3ccccc3)cc2)C1=O,-2,1,1.3,-2,-8,-2,-7,-3
COc1ccc(C(=O)NCCC2=CCCCC2)cc1[N+](=O)[O-],-24,-1,3.1,-9,6,2,12,19
COc1ccc(NCc2ccc3c(c2)OCO3)cc1Cl,-14,-5,1.5,14,-7,-1,-1,4
CC(C)Oc1ccccc1/C=N/NC(=O)C1CC1,9,-5,-0.7,6,-5,0,10,1
Cc1ccc(CN2CCC(n3nccc3NC(=O)C3CCOC3)CC2)cc1 (stereo not given),2,1,0.0,26,4,-3,-10,-14
O=S(=O)(c1ccc2c(c1)OCCO2)N1CCC(n2cnc3cc(F)ccc32)CC1,16,5,0.3,17,9,2,-1,24
CC1Cc2ccccc2N1CC(=O)NC(=O)NC1CCCC1 (stereo not given),5,-1,1.6,45,7,-1,2,22
COc1ccccc1OCCOCCN1CCCC1,7,-3,1.6,31,9,-5,3,6
O=S(=O)(Cc1ccccc1)N1CCN(Cc2c(F)cccc2Cl)CC1,-1,-4,1.6,13,6,-4,13,-2
CNC(=O)Nc1cc(NC(=O)NC)cc(C(F)(F)F)c1,7,-2,-1.3,20,10,0,-9,-12
Cc1nnc(Nc2ccc(Cl)c(C(F)(F)F)c2)[nH]c1=O,-17,7,-1.7,5,-49,-1,-14,15
COc1ccc(C(C)=O)cc1COC(=O)c1cccnc1Cl,4,-2,-2.4,8,18,0,5,-16
CCCCn1c(N)c(N(CCOC)C(=O)CCS(=O)(=O)c2ccc(Cl)cc2)c(=O)[nH]c1=O,-1,-1,1.3,2,-11,2,4,4
COc1ccc(N2CCN(C(=O)c3cc(-c4cccs4)nc4ccccc34)CC2)cc1,0,1,-0.6,-15,-36,-3,-12,31
COc1cc(/C=C/C(=O)OCC(=O)NC(C)c2ccccc2)cc(OC)c1OC (stereo not given),15,-2,0.9,-13,5,-4,-5,20
CC(C)(Oc1ccc(Cl)cc1)C(=O)N1CCN(c2ccccn2)CC1,-11,-4,-2.8,13,-3,0,-6,-11
CCCC(=O)Nc1ccc(N2CCN(C(=O)c3cc4ccccc4o3)CC2)cc1,1,-3,1.2,7,2,-1,-2,14
CCOc1ccc(C(=O)OCC(=O)Nc2ccc(SC(F)F)cc2)cc1OCC,-23,-2,-0.7,7,17,-1,-1,-2

# Some of these compounds in order of SMILES length, lowest first.
SMILES,Jurkat NFkB inh,APJ agonist,UPR CHOP act,Mdm2-MdmX inh,697 NFkB inh,UPR XBP1 act,APJ antag,tim23-1 inh
COc1ccc(NCc2ccc3c(c2)OCO3)cc1Cl,-14,-5,1.5,14,-7,-1,-1,4
O=C(NCCc1ccccn1)c1cc(-c2ccc(Cl)cc2)nc2ccccc12,7,0,2.1,4,-8,-1,-5,43
O=S(=O)(c1ccc2c(c1)OCCO2)N1CCC(n2cnc3cc(F)ccc32)CC1,16,5,0.3,17,9,2,-1,24

# Following part.
SMILES,Jurkat NFkB inh,APJ agonist,UPR CHOP act,Mdm2-MdmX inh,697 NFkB inh,UPR XBP1 act,APJ antag,tim23-1 inh
COc1ccc(CN2CCn3nc(C(=O)NC(C)C)cc3C2=O)cc1,10,1,-0.9,3,14,-3,-7,6
CCOc1cc(S(=O)(=O)Nc2ccc(CC)cc2)ccc1Cl,2,-1,0.0,-7,-6,3,-14,46
Cc1cccc(C(=O)Nc2ncc(CN3CCOCC3)s2)c1,-6,-3,-1.2,8,0,0,-17,2
COc1ccc(Cn2nnnc2CN(Cc2cc3cccc(C)c3[nH]c2=O)C2CCCC2)cc1,-19,-1,-0.6,14,-2,0,-27,21
CCN(CC)C(=O)c1[nH]cnc1C(=O)Nc1cccc(C)c1,16,1,3.0,14,5,-2,8,24
CCc1ccc(OCCNC(=O)OCc2ccccc2)cc1,-5,-1,1.5,12,5,-2,4,0
CNC(=O)NC(=O)C(NC1CCCc2ccccc21)c1ccccc1 (stereo not given),-12,1,-0.2,-1,-6,7,7,12
COC(=O)C(NC(=O)C(C)Oc1ccccc1)C(C)C (stereo not given),8,-5,-1.6,11,30,-3,16,2
CCC1CCCCN1CCCNC(=O)CCC(=O)N1CC(C)Oc2ccccc21 (stereo not given),5,-4,2.1,4,-3,-2,5,2
O=C(Cn1nc(C(=O)O)c2ccccc2c1=O)Nc1ccc2c(c1)OCO2,3,-6,1.3,16,17,-2,5,-2
O=C(CN1CCN(S(=O)(=O)c2ccc(F)cc2)CC1)Nc1ccc2c(c1)OCO2,-3,1,-1.2,-3,11,-4,7,13
COc1ccc(CCNC(C)=O)cc1,-9,-3,-1.0,-16,23,-3,-11,5
Cc1nn(-c2ncc(C(F)(F)F)cc2Cl)c(=O)n1-c1ccccc1Cl,-10,-5,3.2,8,-6,0,6,8
O=C(CN(Cc1cccs1)C(=O)CNC(=O)c1ccco1)NC1CCCCC1,6,0,-1.0,-8,13,1,22,9
Cc1c(Cc2ccccc2)c(=O)oc2cc(OCC(=O)NCC3CCC(C(=O)O)CC3)ccc12 (stereo not given),11,-2,-0.5,-2,11,-1,4,24
O=S(=O)(Cc1ccc(Cl)cc1)N1CCN(Cc2ccc3c(c2)OCO3)CC1,4,-8,-1.3,28,9,-1,1,-20
O=C(NCc1ccc2c(c1)OCO2)c1nnc(Cc2ccc(F)cc2)o1,0,-3,0.9,5,1,2,-72,-8
COc1ccc(C(=O)N2CCN(c3ccc(C)c(C)c3)CC2)cc1OC,-2,-1,0.0,-28,-6,-3,-32,24
COC(=O)/C(C#N)=C/c1c(Oc2cc(C)cc(C)c2)nc2ccccn2c1=O,19,-4,0.5,24,4,-3,0,31
COc1cc2c(cc1OC)CN(C(=O)c1cc(S(=O)(=O)N3CCCCC3)ccc1Cl)CC2,20,1,0.5,20,-22,-2,-33,23
COc1ccc(/C=C/C(=O)Nc2nc(C)cc(C)n2)cc1OC,-1,1,4.6,20,12,-2,20,2
COc1ccc(NC(=O)C2OC3OC(C)(C)OC3C3OC(C)(C)OC23)cc1 (stereo not given),-8,-2,-1.7,-2,17,-2,0,11
CC(=O)Nc1ccc(NC(=O)C2CCCN(c3ncccn3)C2)cc1 (stereo not given),-2,0,1.6,16,0,2,-11,-1
CCC1Sc2ccc(S(=O)(=O)CCC(=O)NCc3ccc(C)o3)cc2NC1=O (stereo not given),21,2,0.6,-11,2,-4,-42,8
O=C(NC1CCCCC1)C(c1ccco1)N(C(=O)c1csnn1)c1cccc(F)c1 (stereo not given),-13,0,0.0,5,10,-2,-3,13

# (next part)
SMILES,Jurkat NFkB inh,APJ agonist,UPR CHOP act,Mdm2-MdmX inh,697 NFkB inh,UPR XBP1 act,APJ antag,tim23-1 inh
Cc1cccnc1NC(=O)c1ccc(S(=O)(=O)NCc2ccco2)cc1,11,13,-1.2,10,-2,-2,1,9
C=CCNC(=O)C1CC(=O)N(c2ccc(OCC(=O)Nc3ccc(Cl)cc3)cc2)C1 (stereo not given),19,0,3.5,-8,11,-4,13,-8
CC(C)(C)OC(=O)N1CCC[C@H]1C(=O)Nc1ccc(Br)cc1,-6,-1,-2.0,23,1,0,8,15
CCN(Cc1cccs1)C(=O)c1cccc(S(=O)(=O)N2CCN(C)CC2)c1,4,-2,0.8,-4,14,0,5,15
NC(=O)c1ccsc1NC(=O)CCS(=O)(=O)c1ccccc1,-8,-1,0.1,26,3,-2,-11,14
O=C(Cn1c(C(=O)N2CCN(C3CCCC3)CC2)cc2sccc21)c1ccccc1,-3,-3,1.2,24,13,8,-12,23
CSC1=NSC2=NC(=O)/C(=C/c3coc4ccc(O)cc4c3=O)C(=N)N12,8,2,-1.9,14,-5,0,-7,12
O=C(Cn1ncn2c(cc3sccc32)c1=O)NC1CCCC1,2,9,-0.1,-7,-4,-3,-5,-13
COc1ccccc1CNC(=O)COc1cccc(-n2cnnn2)c1,-1,-3,1.8,-8,0,2,3,16
Cc1c(Cc2ccccc2)c(=O)oc2c(O)c(O)ccc12,-2,-2,-0.1,-3,-47,1,-19,16
O=C(O)CNS(=O)(=O)c1cccc(Cl)c1,2,-6,1.7,-7,-16,-1,8,4
COc1ccc2sc(-c3ccccc3OC)c(-c3ccc(OCCN4CCOCC4)cc3)c2c1,x,x,1.2,30,-8,0,x,45
Cc1ccc(/C=C/C(=O)NC(=S)N2CCN(C)CC2)cc1,-22,-1,-0.7,12,-29,2,4,3
COc1ccc(C(=O)Nc2ccc(NC(C)=O)cc2)cc1S(=O)(=O)N1CCCC1,4,-3,1.9,14,3,-1,20,-8
O=C(NCc1ccco1)c1ccccc1Br,3,-2,1.9,-17,12,3,-2,4
CCCCN(C)S(=O)(=O)c1ccc(C(=O)Nc2nnc(CSC)o2)cc1,-8,0,2.1,51*,22,-2,3,16
Cc1ccc(C(=O)CSc2nccn2-c2ccccc2)cc1,-35,-2,0.8,-15,-38,2,7,18
CC(Nc1nc(N2CCOCC2)nc2ccccc12)c1ccccc1 (stereo not given),3,-2,1.3,0,5,-2,-9,9
COc1ccccc1CNc1nc(C)c(C(=O)N(C)C)s1,5,-1,-0.2,-12,-1,0,-7,20
CCCC(C(=O)NCc1ccco1)N(C(=O)CNS(=O)(=O)c1ccc(Cl)cc1)C1CCCC1 (stereo not given),-13,-2,1.6,4,-16,-4,-4,16
CC(C)[C@H](NC(N)=O)C(=O)Nc1ccc(Oc2ccccc2)cc1,8,0,-0.4,10,10,-4,-4,3
Cc1onc(-c2c(F)cccc2Cl)c1C(=O)N1CCCCC1,-1,0,0.1,-36,15,-5,-2,22
CCOc1cccc(/C=C/c2ccc3cccc(O)c3n2)c1OC,-111,-9,25,11,-162,7,43*,36
Cc1ccc(C)c(CN2CCC(CNC(=O)Nc3cccc(Cl)c3C)CC2)c1,-8,0,-1.2,41,-1,2,-15,11
O=C(CN1CCOCC1)Nc1ccc2c(c1)OCCO2,-11,-5,1.7,-3,6,1,-2,-2
N#C/C(=C\c1ccccc1)C(=O)Nc1nncs1,0,-4,0.0,16,17,3,3,0
COc1ccc(Br)cc1C(=O)Nc1cc(C)cc(C)c1,5,1,0.3,-3,14,-5,20,12

# Molecules shown so far that have bromine (three):
SMILES,Jurkat NFkB inh,APJ agonist,UPR CHOP act,Mdm2-MdmX inh,697 NFkB inh,UPR XBP1 act,APJ antag,tim23-1 inh
CC(C)(C)OC(=O)N1CCC[C@H]1C(=O)Nc1ccc(Br)cc1,-6,-1,-2.0,23,1,0,8,15
O=C(NCc1ccco1)c1ccccc1Br,3,-2,1.9,-17,12,3,-2,4
COc1ccc(Br)cc1C(=O)Nc1cc(C)cc(C)c1,5,1,0.3,-3,14,-5,20,12

# High-throughput results as filed in PubChem BioAssay.
